UTI89 phage lysis: inhibition of K1F phage lysis, E. coli UTI89, bacterial capsule biogenesis inhibitors, alamar blue (AID 488966) | E. coli UTI89 K1F phage lysis, alamar blue, 2 h; higher % means a stronger effect | inhibition, % at 100 µM, or IC50 in µM where a hit was titrated | 340,000 compounds, 0.02% hits;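 active = phage lysis inhibition, versus mean bacterial control, above a set limit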;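 also: capsule biogenesis inhibitors block K1F phage lysis so surviving cells raise fluorescence; higher fluorescence means more inhibition of phage lysis; actives were called in the ten point dose series up to 300 µM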
NTR1 ag: NTR1-driven beta-arrestin-GFP spot formation – imaging, U2OS cells, high content, primary screen (AID 493036); 330,000 compounds, 0.17% hits; agonist mode; P30989; activation, % at 20 µM;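 active = activation at or above 40% of the spot to cytoplasm intensity ratio, with at least 20 cells analyzed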;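 also: 0% = DMSO without peptide and 100% = 100 nM NTR1 peptide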
Target sequence (P30989 whole entry, looked up): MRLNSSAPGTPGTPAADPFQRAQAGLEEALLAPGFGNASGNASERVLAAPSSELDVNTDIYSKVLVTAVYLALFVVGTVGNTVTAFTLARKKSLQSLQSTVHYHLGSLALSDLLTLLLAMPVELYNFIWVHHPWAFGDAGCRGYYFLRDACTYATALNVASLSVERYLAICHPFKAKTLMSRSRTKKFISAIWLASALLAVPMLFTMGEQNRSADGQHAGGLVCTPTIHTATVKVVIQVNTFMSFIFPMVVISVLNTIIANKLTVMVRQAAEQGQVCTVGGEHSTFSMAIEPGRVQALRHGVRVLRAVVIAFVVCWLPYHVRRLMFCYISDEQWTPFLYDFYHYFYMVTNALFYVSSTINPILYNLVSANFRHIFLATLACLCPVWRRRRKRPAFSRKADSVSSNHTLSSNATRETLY
MgcRacGAP inhibition: MgcRacGAP GTPase-activating activity inhibitors, confirmation, biochemical, ADP Hunter fluorescence | MgcRacGAP-stimulated Rac1 GTP hydrolysis, ADP Hunter fluorescence; higher % means a stronger effect; GST-tagged Rac1 F28L mutant substrate | one-dose inhibition, % at 30 µM; IC50 in µM for titrated hits | 340,000 compounds, 0.6% hits | AID 624330;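 active = first-screen hits whose inhibition reached a set limit at any dose in the follow-up dose series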;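 also: fluorescence reports GDP produced by GAP-driven GTP hydrolysis; strong numbers were not always called active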
NTR1 ag cell count 20 µM: also measured in NTR1 ag; calls as there; cell count; measured here: cell count, cytotoxicity flag
* hit, by the source's call; i = inactive; [ ] = dose if it differs, or a comment. Some of the compounds tested, so the mix of outcomes need not match the whole.

Compound,MgcRacGAP inhibition,UTI89 phage lysis,NTR1 ag,NTR1 ag cell count 20 µM
COc1ccc(C(=O)OCc2nnc(-c3ccccc3)o2)cc1S(=O)(=O)N1CCOCC1,2%,1.7%[50 µM],1.0,66
COc1ccc(C(=O)NCc2nnc(SCC(=O)c3ccc(F)cc3)n2C)cc1OC,8%,3.6%[50 µM],-0.1,32
CCN(C(=O)COC(=O)c1cc2c(s1)CCCC2)c1c(N)n(Cc2ccccc2)c(=O)[nH]c1=O,4%,0.5%[50 µM],2.5,67
C[C@H](NC(=O)c1[nH]cnc1C(=O)Nc1ccc(Cl)cc1)c1ccccc1,9%,0.2%,51*,59*
O=C(COC(=O)c1ccccc1O)NC(=O)c1ccc(OC(F)F)cc1,2%,0.2%[50 µM],0.0,61
NC(=O)C1CCN(C(=O)c2ccc(Cl)c(S(=O)(=O)NCc3ccco3)c2)CC1,3%,0.3%[50 µM],2.7,70
Cc1ccc(N=C2N=C(N)c3ccccc32)cc1C,6%,0.1%,18,68
CC(=O)c1ccc(-c2ccc(C(=O)N(C)Cc3nc4ccccc4c(=O)[nH]3)o2)cc1,9%,0.3%[50 µM],16,58

Sorted by the number under MgcRacGAP inhibition (descending): 4 of the compounds above.
structure	MgcRacGAP inhibition
COc1ccc(C(=O)NCc2nnc(SCC(=O)c3ccc(F)cc3)n2C)cc1OC	8%
CCN(C(=O)COC(=O)c1cc2c(s1)CCCC2)c1c(N)n(Cc2ccccc2)c(=O)[nH]c1=O	4%
NC(=O)C1CCN(C(=O)c2ccc(Cl)c(S(=O)(=O)NCc3ccco3)c2)CC1	3%
O=C(COC(=O)c1ccccc1O)NC(=O)c1ccc(OC(F)F)cc1	2%

The results go on:
Compound,MgcRacGAP inhibition,UTI89 phage lysis,NTR1 ag,NTR1 ag cell count 20 µM
O=C(NCCC(=O)N1CCN(S(=O)(=O)c2ccc(F)cc2)CC1)Nc1ccccc1,6%,-0.1%[50 µM],-1.4,73
C#CCN1C=C(C(=O)OCC)C(C)N(Cc2ccccc2I)S1(=O)=O (stereo not given),7%,0.3%,5.6,54
CN(C(=O)CSc1nnc(Cc2cccs2)n1C1CC1)C1CCS(=O)(=O)C1 (stereo not given),7%,1.2%[50 µM],0.4,59
CC(C)n1nc(C(=O)NNC(=O)c2ccc(OC(F)F)cc2)c2ccccc2c1=O,4%,0.8%[50 µM],0.4,82
O=C(CCC(=O)Nc1cccnc1)Nc1cccnc1,-3%,-0.6%,0.1,63
CC[C@]12c3[nH]c4ccccc4c3CCN1C(=O)C(CC(=O)NC(C)(C)C)C[C@@H]2C(=O)N1CCN(C(=O)C2CC2)CC1 (stereo not given in full),4%,0.3%,-2.4,50
Cc1c(C)n2c(SCC(=O)NC3CCCC3)nnc2[nH]c1=O,7%,1.6%[50 µM],0.9,67
Cc1nn(-c2ccccc2)c(C)c1/C=C/C(=O)OCC(=O)Nc1ccc(C(N)=O)cc1,6%,0.6%[50 µM],2.8,90

Later entries:
Compound,MgcRacGAP inhibition,UTI89 phage lysis,NTR1 ag,NTR1 ag cell count 20 µM
Cc1cc(C(=O)NNC(=O)c2sccc2C)c(C)o1,3%,0.3%[50 µM],-1.2,65
O=C1Nc2ccc(Br)cc2C12OCCO2,20%,-0.8%,-1.4,50
CCCCn1c(N)c(N(Cc2ccccc2OC)C(=O)c2ccc(N3CCCC3=O)cc2)c(=O)[nH]c1=O,5%,0.6%[50 µM],0.4,62
COc1ccc(Cl)cc1NC(=O)C1CCN(C(=O)Nc2ccccc2)CC1,8%,0.1%[50 µM],1.9,66
CCOC(=O)c1c2ccccc2[n+]([O-])n1[C@@H](C)C(N)=O,1%,2.2%,0.3,66
C[C@H](CO)N1C[C@H](C)[C@@H](CN(C)S(=O)(=O)c2cccs2)Oc2c(NS(=O)(=O)c3ccccc3)cccc2C1=O,2%,1.0%,1.1,62
CN(C(=O)COC(=O)Cc1ccc(Cl)cc1)C1CCCCC1,-3%,-0.5%,1.0,60
CCOC(=O)c1sc(N)c(C#N)c1COC(=O)C1=COCCO1,5%,0.8%[50 µM],0.0,85

(continued)
Compound,MgcRacGAP inhibition,UTI89 phage lysis,NTR1 ag,NTR1 ag cell count 20 µM
COc1ccc(S(=O)(=O)N2CCOCC2)cc1NS(=O)(=O)c1ccc(F)c(F)c1,6%,0.2%[50 µM],-0.3,57
CC[C@@]1(C(=O)OC)N[C@H](CN(C)C(=O)c2ccc(C)cc2)[C@@H]2C(=O)N(Cc3ccccc3)C(=O)[C@@H]21,4%,-0.1%,1.6,61
CC(=O)c1ccc(NC(=O)NC2CC(=O)N(c3ccc4c(c3)OCCO4)C2)cc1 (stereo not given),6%,0.8%[50 µM],-1.6,55
C=CC[C@@H](CC(=O)N[C@@H](CO)Cc1ccccc1)C(=O)N[C@@H](COC(=O)[C@H](CC=C)CC(=O)OC(C)(C)C)Cc1c[nH]c2ccccc12,9%,-1.4%,2.1,52
COc1cc([N+](=O)[O-])ccc1NC(=O)COC(=O)CCS(=O)(=O)c1ccc(C)cc1,3%,0.9%[50 µM],0.6,49
COc1ccc(C(=O)Nc2ccc(Br)cc2F)cc1S(=O)(=O)N1CCCC1,9%,-0.6%[50 µM],-1.0,67
CC1CCN(S(=O)(=O)c2ccc(NC(=O)CN3C(=O)NC(C)(c4ccccc4)C3=O)cc2)CC1 (stereo not given),10%,0.3%[50 µM],1.6,58
O=C(/C=C/c1ccccc1[N+](=O)[O-])OCC(=O)N1CCCC1,0%,0.3%[50 µM],-0.1,98

(more compounds)
Compound,MgcRacGAP inhibition,UTI89 phage lysis,NTR1 ag,NTR1 ag cell count 20 µM
NC(=O)c1ccsc1NC(=O)CN1C(=O)NC2(CCCCC2)C1=O,2%,0.5%[50 µM],-2.0,62
CCCCn1c(N)c(N(CC)C(=O)COc2ccc(C#N)cc2)c(=O)[nH]c1=O,7%,-3.9%,-0.6,53
O=C1CCCN1C(=O)CSc1nnnn1-c1cccc(F)c1,2%,0.6%,1.3,45
CCOc1ccc(S(=O)(=O)N2CCCCC2)cc1NC(=O)Cc1cccs1,8%,-0.6%,8.8,65
COc1ccc(C(CNC(=O)c2ccc(Cl)c(NC(=O)c3cccs3)c2)N2CCCC2)cc1 (stereo not given),7%,0.8%[50 µM],1.3,68
O=C(COC(=O)c1cc(-c2ccccc2)nc2ccccc12)NC1CC1,5%,0.7%[50 µM],-0.4,54
CC(=O)Nc1sc(C)c(C)c1C(=O)OCC(=O)Nc1ccccc1,5%,1.1%[50 µM],12,55
CCCc1ccc(S(=O)(=O)N2CCN(C(C)C(=O)NC3CCCC3)CC2)cc1 (stereo not given),4%,1.0%[50 µM],0.2,53

In a second layout: entries from further up.
compound: O=C1CCCN1C(=O)CSc1nnnn1-c1cccc(F)c1
  MgcRacGAP inhibition: 2%; UTI89 phage lysis: 0.6%; NTR1 ag: 1.3; NTR1 ag cell count 20 µM: 45
compound: CCOc1ccc(S(=O)(=O)N2CCCCC2)cc1NC(=O)Cc1cccs1
  MgcRacGAP inhibition: 8%; UTI89 phage lysis: -0.6%; NTR1 ag: 8.8; NTR1 ag cell count 20 µM: 65
compound: COc1ccc(C(CNC(=O)c2ccc(Cl)c(NC(=O)c3cccs3)c2)N2CCCC2)cc1 (stereo not given)
  MgcRacGAP inhibition: 7%; UTI89 phage lysis: 0.8%[50 µM]; NTR1 ag: 1.3; NTR1 ag cell count 20 µM: 68
compound: O=C(COC(=O)c1cc(-c2ccccc2)nc2ccccc12)NC1CC1
  MgcRacGAP inhibition: 5%; UTI89 phage lysis: 0.7%[50 µM]; NTR1 ag: -0.4; NTR1 ag cell count 20 µM: 54

Next section.
Compound,MgcRacGAP inhibition,UTI89 phage lysis,NTR1 ag,NTR1 ag cell count 20 µM
Cc1ccsc1CN(C)C(=O)CN1C(=O)NC2(CCCCC2C)C1=O (stereo not given),2%,0.6%[50 µM],4.7,68
O=C(O)C1=C[C@@H](C2CC2)C[C@@H](OCCCCO)O1,3%,0.5%,0.0,76
C/C(=N\NC(=O)c1ccccc1OCc1ccc(F)cc1)c1ccccn1,5%,1.5%[50 µM],9.7,57
CC(NC(=S)NC(=O)c1ccccc1)c1ccccc1 (stereo not given),13%,0.1%,3.3,55
CC1CCC2(CC1)NC(=O)N(CC(=O)N(Cc1ccccc1)C(C)(C)C)C2=O (stereo not given),4%,0.3%[50 µM],-0.1,64
O=C(CSc1nc2c(cnn2-c2cccc(Cl)c2)c(=O)[nH]1)NCCC1=CCCCC1,3%,0.6%[50 µM],5.4,91
O=c1cc(-c2ccc(O)cc2)oc2c1ccc1ccccc12,-5%,-0.4%[50 µM],14,50
CCN(C(=O)CSc1nnc(-c2ccc(OC)cc2)n1C(C)C)C1CCS(=O)(=O)C1 (stereo not given),1%,0.9%,-2.2,55

Going on with the list:
Compound,MgcRacGAP inhibition,UTI89 phage lysis,NTR1 ag,NTR1 ag cell count 20 µM
OCCOCCn1c(C(CO)Nc2nc(-c3ccccc3Br)cs2)nc2ccccc21 (stereo not given),8%,2.1%,-1.0,89
Cc1ccccc1OCCOC(=O)c1ccc(S(=O)(=O)N2CCCC2)cc1,0%,0.0%[50 µM],0.8,48
COc1ccc(NC(=O)CN(C)CC(=O)Nc2sc3c(c2C#N)CCC3)cc1,3%,0.2%[50 µM],0.2,73
CN(CC(=O)Nc1cccc(F)c1)C(=O)CSc1ccccc1,2%,1.0%[50 µM],-0.4,66
OC1(c2cccc(C(F)(F)F)c2)CCN(c2ncnc3c2[nH]c2ccccc23)CC1,4%,-0.6%,37,77
O=C1N[C@@H](c2ccccc2)COC(=O)[C@H](Cc2ccc(F)cc2)CC/C=C/C[C@H]1CC(=O)N(CCO)Cc1ccccc1,6%,-0.4%,12,51
CCOc1ccc([C@@H]2CC=C(C(=O)O)[C@H](c3cccc(Cl)c3)N2S(=O)(=O)c2ccc(C)cc2)cc1,10%,-2.7%,-0.6,92
CCOC(=O)c1ccc(S(=O)(=O)Nc2cc(S(=O)(=O)N3CCOCC3)ccc2O)cc1,24%,0.3%[50 µM],-1.1,40

(listing goes on)
Compound,MgcRacGAP inhibition,UTI89 phage lysis,NTR1 ag,NTR1 ag cell count 20 µM
O=C(CCC(=O)c1cccs1)NCc1cccc(Cl)c1,4%,1.0%[50 µM],0.7,60
COc1cccc(/C=N/NC(=O)c2cc(-c3ccccn3)nc3ccccc23)c1O,9%,1.3%,2.0,101
CC(CCC(=O)O)(c1ccc(O)cc1)c1ccc(O)cc1,8%,-1.1%,-1.2,45
N#Cc1ccc(C23OCCN2CCn2c3c3ccccc3[n+]2[O-])cc1 (stereo not given),2%,0.3%,-1.6,65
Cc1nc2ccc(NC(=O)C3CCCCC3)cc2s1,1%,0.5%[50 µM],-1.2,64
Cc1ccn2c(=O)nc(SCC(=O)NCc3ccc(F)cc3)nc2c1,3%,1.1%[50 µM],-0.4,49
Cc1ccc(NC(=O)CN(C)C(=O)c2ccc(OCc3c(C)noc3C)cc2)cc1,-1%,1.3%[50 µM],-1.9,47
O=C(NCCC1CCCCN1S(=O)(=O)c1ccc(F)cc1)C(=O)NCc1ccccn1 (stereo not given),-6%,0.5%[50 µM],-0.7,61

Additional compounds.
Compound,MgcRacGAP inhibition,UTI89 phage lysis,NTR1 ag,NTR1 ag cell count 20 µM
CCOC(=O)c1ccccc1NC(=O)c1cn(CC)c2nc(C)ccc2c1=O,-15%,-0.1%,2.7,59
COc1ccc(NC(=O)CSCC(=O)N(C)Cc2ccc3c(c2)OCCO3)cc1,2%,1.1%[50 µM],4.5,65
CCCCCCCCCCCCCCCC(=O)OC/C=C(C)/C=C/C=C(C)/C=C/C1=C(C)CCCC1(C)C,1%,-0.2%,10,89
CCOc1ccccc1NC(=O)COC(=O)c1cc(C)oc1C,4%,i,0.0,55
COc1ccccc1N1C(=O)CC(c2ccccc2)CC1=O,13%,1.4%,2.3,66
CN(C(=O)c1ccccc1C(=O)OCC(=O)c1ccc(F)c(F)c1)C1CCCCC1,9%,0.7%[50 µM],1.4,35
CN(CC(=O)Nc1ccc(Cl)c(C(F)(F)F)c1)C(=O)C1CC(=O)N(CCc2ccccc2)C1 (stereo not given),1%,-1.6%[50 µM],-0.3,59
C=CCNC(=O)c1onc(CSc2ccc(F)cc2)c1C(=O)NCC=C,6%,2.3%,1.6,99

(further entries)
Compound,MgcRacGAP inhibition,UTI89 phage lysis,NTR1 ag,NTR1 ag cell count 20 µM
CCOC(=O)C[C@H]1c2cc(F)ccc2S(=O)(=O)N1C(C)(C)C,6%,2.4%,1.1,86
COc1ccccc1NC(=O)C(C)OC(=O)c1cccc(-n2cnnn2)c1 (stereo not given),4%,1.1%[50 µM],0.3,59
OCCNc1nc(Nc2cc(Cl)ccc2OC2CCCC2)nc(N2CCCC2)n1,8%,-1.0%,29,75
CC1CCCC(NC(=O)COC(=O)COc2cccc(F)c2)C1C (stereo not given),4%,-2.0%,-0.2,66
